RPL19A TOR yeast – yeast TOR pathway RPL19A-GFP modulation | percent response vs DMSO, % at 10 µM | S. cerevisiae RPL19A-GFP strain, flow cytometry, 3 h; hits give low values | hit rate 0.3% among 330,000;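 active = percent response vs DMSO below 50%; inconclusive = fewer than 70 events counted for the yeast strain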;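 also: median channel GFP fluorescence of the barcoded RPL19A-GFP strain; ratio of sample median GFP to plate DMSO average so 100% = DMSO; lower means less RPL19A-GFP as with rapamycin TOR inhibition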
AHR act – activators of human aryl hydrocarbon receptor. hit rate 2.5% among 320,000. AID 2796. AHR-responsive luciferase reporter cells, luminescence. activation, % at 5 µM. P35869; in the data active = activation above about 47%;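 also: 0% = vehicle wells and 100% = reference agonist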
Target sequence (P35869 whole entry, looked up): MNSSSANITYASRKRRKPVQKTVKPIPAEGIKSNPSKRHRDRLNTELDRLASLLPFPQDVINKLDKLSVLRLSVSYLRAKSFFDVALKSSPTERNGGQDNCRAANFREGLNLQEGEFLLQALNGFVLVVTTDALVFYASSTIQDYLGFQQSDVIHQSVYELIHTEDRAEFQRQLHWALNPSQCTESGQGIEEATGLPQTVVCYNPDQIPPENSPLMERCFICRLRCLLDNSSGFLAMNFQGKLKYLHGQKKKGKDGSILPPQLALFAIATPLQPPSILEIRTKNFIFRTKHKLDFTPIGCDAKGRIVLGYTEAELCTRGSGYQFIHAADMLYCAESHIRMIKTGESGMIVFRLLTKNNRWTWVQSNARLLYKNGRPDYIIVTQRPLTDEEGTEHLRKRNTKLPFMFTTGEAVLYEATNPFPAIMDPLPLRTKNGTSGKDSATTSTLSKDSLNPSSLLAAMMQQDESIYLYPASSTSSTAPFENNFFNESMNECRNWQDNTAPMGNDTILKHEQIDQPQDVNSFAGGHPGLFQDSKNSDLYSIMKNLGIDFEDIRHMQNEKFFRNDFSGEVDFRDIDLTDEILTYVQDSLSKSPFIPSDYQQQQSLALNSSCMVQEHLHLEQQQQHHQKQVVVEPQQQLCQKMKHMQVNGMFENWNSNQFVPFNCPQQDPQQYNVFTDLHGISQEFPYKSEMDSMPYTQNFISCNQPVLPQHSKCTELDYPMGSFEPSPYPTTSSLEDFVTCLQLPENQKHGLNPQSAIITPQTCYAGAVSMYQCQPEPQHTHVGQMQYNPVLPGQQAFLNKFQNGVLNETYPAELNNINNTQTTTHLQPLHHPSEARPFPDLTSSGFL
procasp3 activ – activators of human procaspase-3. P42574. recombinant procaspase-3 D3A, Ac-DEVD-pNA absorbance 405 nm. activation, % at 8.5 µM. hit rate 0.11% among 330,000;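 active = activation above the mean of all tested compounds plus 3 SD, cut at about 21% in these data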;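 also: 0% = DMSO alone and 100% = DMSO wells spiked with extra 5 µM PC-3 D3A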
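Test system: Procaspase-3 D3A mutant, all three cleavage aspartates alanine | Dosing: Single dose, 8.5 µM nominal compound, 0.8% DMSO | Schedule: 1 h preincubation, 2 h reaction | Technique: 405 nm absorbance of p-nitroaniline, reads at 0 and 120 min | Repeats: One well per compound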
AGP1-GFP MLPCN – yeast TOR pathway AGP1-GFP modulation; GFP response vs DMSO, % at 10 µM; S. cerevisiae AGP1-GFP multiplex flow cytometry, 3 h; GFP as percent of DMSO wells; hit rate 0.02% among 320,000; AID 2066;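 active = GFP response relative to DMSO above a set limit, near screen average plus 3 SD, cut at about 150% in these data; inconclusive = fewer than 70 cells counted for the yeast strain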;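 also: median GFP channel fluorescence of the gated AGP1 strain per well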
LAP4 TOR yeast – yeast TOR pathway LAP4-GFP modulation; S. cerevisiae LAP4-GFP multiplex, flow cytometry GFP, 3 h; median GFP as percent of DMSO wells; GFP response vs DMSO, % at 10 µM; hit rate 0.34% among 320,000;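 active = GFP response vs DMSO above a set limit, about the screen mean plus 3 SD, cut at about 150% in these data; inconclusive = under 70 cell events counted for the yeast strain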
CIT2 TOR yeast – alters CIT2-GFP fluorescence in TOR pathway yeast screen. S. cerevisiae CIT2-GFP strain, flow cytometry, 3 h; 100 means same as DMSO wells. GFP response vs DMSO, % at 10 µM. hit rate 0.065% among 320,000. AID 2029;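 active = GFP response relative to DMSO above a set limit, near the screen mean plus 3 SD, cut at about 150% in these data; inconclusive = Fewer than 70 cells measured for a yeast strain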;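 also: ratio of well median GFP fluorescence to mean of DMSO wells on the plate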
MEP2 TOR yeast – yeast TOR pathway MEP2-GFP modulation; S. cerevisiae MEP2-GFP strain, flow cytometry GFP, 3 h; 100% = DMSO control level; GFP response vs DMSO, % at 10 µM; hit rate 0.51% among 330,000;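 active = GFP response versus DMSO above a set limit, roughly screen mean plus 3 SD, cut at about 180% in these data; inconclusive = fewer than 70 cells counted for a yeast strain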;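 also: median GFP fluorescence of the barcode-gated MEP2-GFP cells per well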
proCasp7 act – counter-screen: procaspase-7 (human) activation. P55210. recombinant procaspase-7, Ac-DEVD-pNA absorbance 405 nm; D23A/D198A/D206A triple mutant, cannot self-cleave; scale: DMSO 0, 5 µM enzyme 100. activation, % at 8.5 µM. hit rate 0.093% among 330,000. AID 463210;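 active = percent activation above the screen-wide mean plus 3 SD, cut at about 25% in these data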
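signal = Epi-absorbance of released pNA at 405 nm, two timepoints | assay system = Uncleavable procaspase-7 mutant enzyme | reagent = Ac-DEVD-pNA substrate, 400 µM as added | times = 1 h enzyme–compound preincubation and 2 h substrate reaction, both 25 °C | benchmarks = low DMSO alone, high DMSO plus 5 µM PC-7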
The depositor's hits bear a star; ? = inconclusive; nt = no result given; [ ] = remark or other dose.

#	molecule	RPL19A TOR yeast	AHR act	procasp3 activ	AGP1-GFP MLPCN
1	CC(c1ccc(Br)cc1)N1CC23C=CC(O2)C(C(=O)O)C3C1=O (configuration not stated)	102	-2	1	110
2	CCOC(=O)c1c(C)[nH]c(C(=O)CN(C)CC(=O)Nc2ccccc2C(F)(F)F)c1C	98	1	6	96
3	COc1ccc(-c2noc(CCC(=O)NCc3cccnc3)n2)cc1OC	101	5	-3	101
4	O=C(N/N=C/c1cn(Cc2cccc(F)c2)c2ccccc12)c1cc(O)cc(O)c1	110	nt	nt	89
5	Cc1cccc(NC(=O)NCc2cccnc2)c1C	101	1	10	103
6	C=C(C)Cn1c(CCn2c3ccccc3c3ccccc32)n[nH]c1=S	100	11	-18	96
7	CNCC(O)c1ccc(O)c(O)c1 (configuration not stated)	99	-1	-29	92
8	CCn1nc(C)c(NC(=O)CCCSc2nc(-c3ccco3)cc(C(F)(F)F)n2)c1C	98	-2	-8	108
9	CCCN1CCN(C(=O)c2ccc(CS(=O)c3ccc(F)cc3)o2)CC1 (configuration not stated)	103	0	3	107
10	O=C(OCC(=O)N1CCOCC1)c1cc(S(=O)(=O)N2CCOCC2)c(Cl)cc1Cl	98	-1	-6	101
11	COc1cc(C#N)ccc1OC(=O)C1CCN(C(=O)c2ccc(F)cc2)CC1	102	7	-9	102
12	CCOC(=O)C1CCCN(C(=S)NC2CCCC2)C1 (configuration not stated)	101	-3	-5	97

#	LAP4 TOR yeast	CIT2 TOR yeast	MEP2 TOR yeast	proCasp7 act
1	105	109	103	8
2	100	98	98	3
3	96	103	93	-17
4	83	78	103	nt
5	98	104	103	5
6	99	98	101	-16
7	101	91	102	-28
8	99	106	103	4
9	112	105	117	2
10	100	96	94	-1
11	94	113	107	5
12	96	104	100	2

In the list so far, these have a CF3 group:
#	molecule	RPL19A TOR yeast	AHR act	procasp3 activ	AGP1-GFP MLPCN
2	CCOC(=O)c1c(C)[nH]c(C(=O)CN(C)CC(=O)Nc2ccccc2C(F)(F)F)c1C	98	1	6	96
8	CCn1nc(C)c(NC(=O)CCCSc2nc(-c3ccco3)cc(C(F)(F)F)n2)c1C	98	-2	-8	108

#	LAP4 TOR yeast	CIT2 TOR yeast	MEP2 TOR yeast	proCasp7 act
2	100	98	98	3
8	99	106	103	4

(more compounds)
#	molecule	RPL19A TOR yeast	AHR act	procasp3 activ	AGP1-GFP MLPCN
13	Cc1nonc1NC(=O)OC1CCCCC1	102	-4	3	98
14	Cc1cc(C)nc(N/N=C/c2cn[nH]c2-c2ccc(F)cc2)n1	103	46	-9	103
15	COc1ccc(N(C2CSC2)S(=O)(=O)c2ccccc2)cc1	99	-3	1	100
16	CCC(C(=O)NN1C(=O)c2ccccc2C1=O)c1ccccc1 (configuration not stated)	99	0	6	111
17	Cc1c(CN2CCC(Oc3ccc(C(=O)N4CCCCC4)cc3)CC2)cnn1C	99	-2	2	99
18	COC(=O)c1ccc(NC(=S)N2CCN(Cc3cccc(C)c3)CC2)cc1	103	0	4	107
19	O=C(O)CCc1ccc(-c2ccc(Br)cc2)n1-c1cccc(O)c1	100	10	-1	94
20	CC(C)CN(C1CCS(=O)(=O)C1)S(=O)(=O)c1ccc2ccccc2c1 (configuration not stated)	105	1	2	118
21	CCOc1ccc(C(=O)NC2CCN(S(=O)(=O)c3ccccc3)CC2)cc1	98	4	-3	97
22	Cc1c(C(=O)/C=C/c2cccs2)oc2ccc(F)cc12	97	81*	3	98
23	O=C(Nc1ccc(NC(=O)c2cccs2)cc1)c1ccc2ccccc2c1	101	-3	12	98
24	O=C(CSC(=S)N1CCOCC1)N1N=CCC1c1ccccc1 (configuration not stated)	99	-2	-3	110

#	LAP4 TOR yeast	CIT2 TOR yeast	MEP2 TOR yeast	proCasp7 act
13	103	96	90	10
14	111	106	112	-11
15	94	111	99	1
16	110	94	105	6
17	89	99	102	0
18	117	108	102	-14
19	106	99	113	-4
20	102	107	104	1
21	78	97	94	-6
22	96	90	94	16
23	98	105	109	-16
24	82	88	94	-2

Following part.
#	molecule	RPL19A TOR yeast	AHR act	procasp3 activ	AGP1-GFP MLPCN
25	O=C(O)Cn1c2c(c3ccccc31)CCCC2	91	6	2	92
26	CCOP(=O)(OCC)C(NC(=O)c1cccs1)C(F)(F)F (configuration not stated)	100	3	5	106
27	CCC(Oc1ccccc1OC)C(=O)Nc1ccc2c(c1)OCCO2 (configuration not stated)	104	9	3	101
28	Cc1nc2ccc(NC(=O)CS(=O)(=O)c3ccc(F)cc3)cc2s1	102	5	-6	107
29	CCCCc1c(C)nc(N)[nH]c1=O	96	0	-15	93
30	COCCn1c(N)c(N(Cc2ccccc2)C(=O)C2CCCCC2)c(=O)[nH]c1=O	99	-1	7	102
31	Cc1cc(C)n2nc(SCC(=O)N(C)C)nc2n1	43*[may fluoresce violet]	0	12	?
32	N#CCCN1CCN(CCC#N)CC1	99	1	0	102
33	Cc1cc(Br)cc(C)c1OCCCCN(C)C	103	0	-1	105
34	Cc1ccsc1/C=N/Nc1nc(Cl)c(Cl)cc1Cl	91	63*	7	95
35	Cc1ccc(Nc2nc(NCc3ccco3)c3ccccc3n2)cc1	93	30	-4	97
36	COc1ccc(NC(=S)NC2CC3CCCC(C2)N3C2CC2)cc1 (configuration not stated)	96	2	5	96

#	LAP4 TOR yeast	CIT2 TOR yeast	MEP2 TOR yeast	proCasp7 act
25	96	99	98	-6
26	116	95	113	6
27	97	104	111	7
28	104	89	94	4
29	105	104	111	11
30	108	112	114	8
31	82[may fluoresce violet]	?	435*[may fluoresce violet]	9
32	100	99	105	5
33	98	103	109	-1
34	104	94	99	-2
35	91	90	88	-7
36	90	95	94	1

In the list so far, 5 have an aryl methoxy group:
#	molecule	RPL19A TOR yeast	AHR act	procasp3 activ	AGP1-GFP MLPCN
3	COc1ccc(-c2noc(CCC(=O)NCc3cccnc3)n2)cc1OC	101	5	-3	101
11	COc1cc(C#N)ccc1OC(=O)C1CCN(C(=O)c2ccc(F)cc2)CC1	102	7	-9	102
15	COc1ccc(N(C2CSC2)S(=O)(=O)c2ccccc2)cc1	99	-3	1	100
27	CCC(Oc1ccccc1OC)C(=O)Nc1ccc2c(c1)OCCO2 (configuration not stated)	104	9	3	101
36	COc1ccc(NC(=S)NC2CC3CCCC(C2)N3C2CC2)cc1 (configuration not stated)	96	2	5	96

#	LAP4 TOR yeast	CIT2 TOR yeast	MEP2 TOR yeast	proCasp7 act
3	96	103	93	-17
11	94	113	107	5
15	94	111	99	1
27	97	104	111	7
36	90	95	94	1

Next part
#	molecule	RPL19A TOR yeast	AHR act	procasp3 activ	AGP1-GFP MLPCN
37	O=C1c2ccccc2S(=O)(=O)N1CC(O)Cn1ccc2ccccc21 (configuration not stated)	100	-12	0	105
38	CCOc1ccc(NC(=O)CSc2ccc3nnc(-c4ccccn4)n3n2)cc1	101	1	4	105
39	COc1c(S(=O)(=O)n2nc(C)cc2C)ccc(Cl)c1Cl	99	1	12	99
40	CC(=O)c1sc(-c2cccc(Cl)c2)nc1C	97	1	5	91
41	CCCc1cc(=O)[nH]c(SCC(=O)NC2CCCCCCC2)n1	99	0	-5	106
42	CS(=O)(=O)c1ccc(Cl)c(NC(=O)COC(=O)CNC(=O)c2ccc3ccccc3c2)c1	101	-2	4	103
43	COc1ccc(N=C(N(C)C)P(=O)(N(C)C)N(C)C)cc1	104	-2	-1	108
44	Cc1cc(S(=O)(=O)N2CCN=C2c2ccccc2)ccc1F	98	4	1	100
45	COc1ccc(OC)c(NC(=O)COC(=O)CCNc2ccccc2OC)c1	100	1	2	95
46	CSc1c(C#N)sc(=S)n1-c1ccc(C)cc1	99	-1	-5	99
47	Cc1ccc(NC(=O)c2ccc(S(=O)(=O)N3CCCCC3)cc2)nc1	100	4	-12	99
48	Cc1ccc2oc(=O)n(CCCOc3ccccc3C)c2c1	97	-3	9	107

#	LAP4 TOR yeast	CIT2 TOR yeast	MEP2 TOR yeast	proCasp7 act
37	98	94	105	-7
38	108	102	100	4
39	101	104	98	11
40	104	88	94	2
41	101	118	111	-8
42	106	104	110	1
43	91	nt	103	-2
44	104	96	105	-10
45	98	95	107	13
46	90	104	100	-4
47	105	99	101	-2
48	107	105	100	-6

New compounds follow:
#	molecule	RPL19A TOR yeast	AHR act	procasp3 activ	AGP1-GFP MLPCN
49	CCOc1ccc(NC(=O)CC(Cc2cc(C)cc(C)c2)C(=O)O)cc1 (configuration not stated)	107	nt	nt	101
50	O=C(CCCN1C(=O)C2C3C=CC(C3)C2C1=O)N1CCN(c2ccccc2)CC1 (configuration not stated)	103	2	5	101
51	COc1cccc(C(=O)NCc2ccc(N3CCN(C(=O)OC(C)(C)C)CC3)cc2)c1	99	2	2	98
52	O=C(/C=C/c1ccco1)N1CCN(S(=O)(=O)c2cccs2)CC1	100	2	2	104
53	Cc1oc(-c2cccc(Cl)c2)nc1CSc1nc2c(c(=O)[nH]1)CCC2	99	8	10	92
54	COC(=O)[C@H](C)NC(=O)Nc1ccc(Oc2ccccc2)cc1	98	3	-7	91
55	CCOC(=O)NCc1ccc(S(=O)(=O)Nc2ccc(C)cc2)cc1	97	2	-1	98

#	LAP4 TOR yeast	CIT2 TOR yeast	MEP2 TOR yeast	proCasp7 act
49	87	107	109	nt
50	101	96	97	-5
51	103	91	100	-10
52	103	101	107	3
53	104	106	91	18
54	104	89	103	2
55	105	91	102	4

Bioassay records (PubChem BioAssay)
